# ERG-DNA inh = ERG Ets/DNA interaction inhibition; P11308; fluorescence polarization, His-ERG Ets domain / labelled DNA; Potency, µM (titrated, usually from 76.9 µM), for inactives: at the highest dose FP activity, negative = inhibition, actives largely listed as inhibitors; hit rate 0.028% among 370,000; active = well fitted inhibition curve with a large enough effect in the polarisation, with a control signal flat; inconclusive = small, poorly fitted or top-dose-only effect, or effect the other way, or a change in a side signal; inactive = no such curve, though single readings can be large or run the other way; the % refers to the polarisation;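 note: polarization taken with two DNA probes labelled with fluorescein and Texas red; % of control where 0% means no effect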
#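 His-tagged ERG Ets domain (1 uM in the protein solution; 300mM KCl, 50mM Tris-HCl, 1mM EDTA, 1mM DTT, pH 7.5) received compound, then a probe mix of 5 nM fluorescein-DNA and 100nM Texas-615-DNA. Fluorescence polarization was read for both dyes.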
# GLS inh = glutaminase GLS (human) inhibition. O94925. GLS enzymatic activity, qHTS titration. hit rate 0.21% among 410,000. Potency, µM (doses to about 45.5 µM), for the others: at the highest dose activity change, negative = inhibition, usual class: inhibitors; note: % is set by controls: 0 for no effect and ±100 for the full control effect
#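 Glutamate formation by hKGA was monitored fluorometrically using coupled glutamate oxidase, HRP and Amplex Red. Substrate was added as 1 mM L-glutamine solution; incubation was 30 min at RT after an initial read.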
# JMJD2A Tudor = inhibitors of human JMJD2A Tudor domain. AlphaScreen JMJD2A-Tudor / H3K4me3 peptide binding. Potency, µM (series often up to 114 µM), for inactives: at the top dose activity change, negative = inhibition, actives largely listed as inhibitors. AID 504339. hit rate 4.4% among 390,000; note: % is set by controls: 0 for no effect and ±100 for the full control effect; nearly all actives have a fitted effect of over 50% in size
# RGS4 inhibitor = blocks human RGS4-accelerated GTP hydrolysis | P49798 | hit rate 0.039% among 390,000 | AID 504845 | Potency, µM (series often up to 114 µM), without a hit: at the highest dose activity change, negative = inhibition, hits mostly inhibitors | Transcreener GDP fluorescence polarization, RGS4-accelerated GTP hydrolysis; note: % is set by controls: 0 for no effect and ±100 for the full control effect; nearly all actives have a fitted effect of over 75% in size; some results filed as inactive show a strong effect at the top dose
# Target sequence (P49798 whole entry, looked up): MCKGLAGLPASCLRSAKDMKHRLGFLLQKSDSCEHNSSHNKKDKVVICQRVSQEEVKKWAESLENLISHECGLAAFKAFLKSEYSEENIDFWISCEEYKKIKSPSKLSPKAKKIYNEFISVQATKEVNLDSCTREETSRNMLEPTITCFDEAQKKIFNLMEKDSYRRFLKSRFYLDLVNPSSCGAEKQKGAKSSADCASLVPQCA
#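 MLSMR compounds (23 nl, pin-transferred) preincubated 10 min at room temperature with a 500nM (2x) first reagent, then RGS4 at 900nM (2x) plus Transcreener GDP mix added; fluorescence polarization (620/688 nm) read before and after 90 min at 30 °C.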
# HP1b binding inh = HP1-beta chromodomain-methylated histone interaction inhibition. hit rate 0.56% among 390,000. AlphaScreen HP1-beta / biotin-H3K9me3 peptide binding. P83916. Potency, µM (titrated, usually from 114 µM), for inactives: at the top dose activity change, negative = inhibition, actives largely listed as inhibitors; note: nearly all actives have a fitted effect of over 70% in size; inactives centre near 23
#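 HP1-beta protein (50 nM final) preincubated 30 min at room temperature with biotinylated H3(1-18)K9me3 peptide (50 nM) in PBS pH 7.4, 0.01% Tween-20, then compound added for 30 min. AlphaScreen streptavidin donor/nickel chelate acceptor beads (10 ug/mL final), 30 min dark, luminescence read.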
# TrxR1 inh = rat TrxR1 inhibition; O89049; recombinant rTrxR1, NADPH fluorescence consumption, selenite substrate; Potency, µM (series often up to 114 µM), for the others: at the highest dose activity change, negative = inhibition, actives largely listed as inhibitors; hit rate 1% among 390,000; AID 588453; note: % is set by controls: 0 for no effect and ±100 for the full control effect; nearly all actives have a fitted effect of over 65% in size
#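 Rat TrxR1 (90 nM in the dispensed reagent) was pre-reduced with 400 uM NADPH for 5 min at room temperature, then incubated with compound for 15 min. After 400 uM selenite was added, NADPH fluorescence (Ex 340/Em 450 nm) was followed for 8 min.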
# Pin1 inh = human Pin1 inhibition. Q13526. Pin1 FP peptide displacement, HiFluor488, 10 min. Potency, µM (doses to about 115 µM), inactives show at the highest dose activity, negative = inhibition, actives largely listed as inhibitors. hit rate 0.009% among 390,000; active = well fitted inhibition curve with a large enough effect in the polarisation, with a control signal flat, not every such curve was filed as active; inconclusive = small, poorly fitted or top-dose-only effect, or effect the other way, or a change in a side signal; inactive = no such curve, though single readings can be large or run the other way; the % refers to the polarisation; note: % is set by controls: 0 for no effect and ±100 for the full control effect
# Target sequence (Q13526 whole entry, looked up): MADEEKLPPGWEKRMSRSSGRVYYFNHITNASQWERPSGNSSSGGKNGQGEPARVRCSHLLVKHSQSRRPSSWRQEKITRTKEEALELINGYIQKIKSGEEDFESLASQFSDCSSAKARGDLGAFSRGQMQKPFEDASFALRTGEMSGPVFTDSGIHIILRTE
# ALOX12 inh = inhibitors of human 12S-lipoxygenase ALOX12 | P18054 | purified 12hLO, xylenol orange hydroperoxide absorbance | Potency, µM (series often up to 108 µM), without a hit: at the highest dose activity change, negative = inhibition, hits mostly inhibitors | hit rate 1.1% among 580,000 | AID 1671190; note: % is set by controls: 0 for no effect and ±100 for the full control effect
# Target sequence (P18054 whole entry, looked up): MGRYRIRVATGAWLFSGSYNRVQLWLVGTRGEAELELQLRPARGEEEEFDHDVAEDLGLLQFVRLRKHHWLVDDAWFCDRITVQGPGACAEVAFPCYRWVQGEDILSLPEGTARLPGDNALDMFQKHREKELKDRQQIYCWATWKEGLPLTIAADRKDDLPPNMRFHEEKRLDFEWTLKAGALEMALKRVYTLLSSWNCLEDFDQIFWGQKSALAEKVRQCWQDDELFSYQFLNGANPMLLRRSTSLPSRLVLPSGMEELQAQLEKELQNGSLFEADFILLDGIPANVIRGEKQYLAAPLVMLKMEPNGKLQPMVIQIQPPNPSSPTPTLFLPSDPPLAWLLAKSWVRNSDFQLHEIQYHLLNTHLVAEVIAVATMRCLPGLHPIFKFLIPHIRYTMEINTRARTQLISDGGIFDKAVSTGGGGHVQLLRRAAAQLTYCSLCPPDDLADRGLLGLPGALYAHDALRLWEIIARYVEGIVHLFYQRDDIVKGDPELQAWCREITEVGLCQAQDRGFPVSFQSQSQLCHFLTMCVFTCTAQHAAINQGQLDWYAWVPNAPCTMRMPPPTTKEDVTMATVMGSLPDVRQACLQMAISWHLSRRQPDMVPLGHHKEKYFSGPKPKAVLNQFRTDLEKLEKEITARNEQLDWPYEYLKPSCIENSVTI
#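 Hydroperoxide product was detected by ferrous iron/xylenol orange as the 573 to 405 nm absorbance ratio. Arachidonic acid at 40 uM (final) was turned over for 30 min at room temperature by 150 nM human 12hLO, pH 7.0 Hepes buffer, after 15 min compound preincubation.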
# Tb PGK inh = inhibitors of T. brucei phosphoglycerate kinase | P07378 | PGK/GAPDH coupled, Kinase-Glo luminescence, 60 min | Potency, µM (titrated, usually from 57.5 µM), inactives show at the highest dose activity change, negative = inhibition, usual class: inhibitors | hit rate 0.043% among 380,000; note: % is set by controls: 0 for no effect and ±100 for the full control effect; nearly all actives have a fitted effect of over 60% in size
#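 Luminescent ATP detection (Kinase-Glo Plus) follows a 60-minute room-temperature incubation, with wells lacking PGK as controls. Buffer: 100 mM TEA (pH 7.6), 5 mM MgCl2, 0.01% Tween-20. Coupling enzyme GAPDH (100 nM final) supplies unstable 1,3-BPG in-well.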
# Starred values were filed as active, the others as inactive; i = inactive; ? = inconclusive; / = no result given; & = joins results of further samples; [ ] = dose if it differs, or a comment. Unless noted, calls come from the whole dose curve; as a rule, active = well fitted curve in the direction sought with a large enough effect; inconclusive = small, poorly fitted or top-dose-only effect, or another doubt; inactive = no such curve, though single readings can be large; an effect the other way counts as inactive or inconclusive. Potency is the fitted concentration of half-maximal effect. An excerpt; count on the stated rates, not on these rows.
SMILES,ERG-DNA inh,GLS inh,JMJD2A Tudor,RGS4 inhibitor,HP1b binding inh,TrxR1 inh,Pin1 inh,ALOX12 inh,Tb PGK inh
Cc1cc(C)nc(SC2CC(=O)N(c3ccc(Br)cc3)C2=O)n1 (stereo unspecified),7%,0%,-2%,-22%,53%[activator],-17%,-5%,24%,-9%
Cc1ccccc1OCCCCn1cnc2ccccc21,-5%,-4%,-1%,-7%,45%[activator],4%,-5%,-15%,2%
COc1ccc(C(C)=O)cc1CSc1ccc(S(=O)(=O)N2CCCCC2)cn1,18%,7%,-19%,-31%,35%,13%,54%[activator],4%,-1%
CC(=O)Cn1c(CN2CC(C)CC(C)C2)nc2c1c(=O)n(C)c(=O)n2C (stereo unspecified),-6%,1%,-8%[57.1 µM],-14%[56.9 µM],25%,2%,0%,3%,-7%
COC(=O)CC1c2cc(OC)c(OC)cc2CC(=O)c2cc(OC)c(OC)cc21 (stereo unspecified),0%,6%,-9%,-7%,30%,-2%,-1%,-13%,-7%
CCCc1nn(CCc2ccccn2)c(N)c1CC,9%,8%,48%[activator],12%,27%,-16%,3%,-1%,-7%
CCC(C(=O)NCCc1ccc(S(N)(=O)=O)cc1)c1ccccc1 (stereo unspecified),5%,-14%,-8%,-14%,32%,20%[11.4 µM],-7%,?,i
Cc1oc(-c2cccc(C(F)(F)F)c2)nc1CN1CCC[C@H]1CO,15%,-8%,-13%,-1%,33%,-16%,13%,29%,i
CCN(C(=O)COC(=O)c1cccc2ccccc12)c1c(N)n(Cc2ccccc2)c(=O)[nH]c1=O,9%,1%,-15%,17%,20%,12%,13%,-18%,6%
C/C(=N\N=c1/sc2ccccc2n1C)c1ccccn1,10%,2%,?,8%,28%,18%,-1%,-15%,/
COc1ccc(N2C(=O)CCC2=O)cc1,-13%,4%,-17%,-23%,25%,-13%,1%,0%,i
O=C(c1ccccc1)N1CCC(O)(c2ccc3c(c2)OCO3)CC1,5%,0%,-4%,-27%,22%,18%,?,5%,i
O=C(CSc1n[nH]c(=O)[nH]c1=O)Nc1ccc(Br)cc1Br,-7%,-2%,-8%,-7%,29%,19%,-8%,105%[activator],i
CSc1nnc(-c2cccc(NC(=S)NN)c2)o1,-6%,17%,-21%,-6%,12%,-17%,-1%,?,-4%
O=C(Nc1nc(-c2nc3ccccc3s2)cs1)c1ccco1,-2%,-4%,-19%,-47%,43%[activator],16%,58%[activator],13%[57.4 µM],-7%
Cn1nc(C(=O)OCC(=O)Nc2ccc3ccccc3c2)c2ccccc2c1=O,1%,6%,-9%,0%,24%,32%[57.1 µM],15%,-5%,-7%
CC(=O)c1ccccc1NC(=O)CSCc1nc2sc(C)c(C)c2c(=O)[nH]1,22%,-13%,-16%,-39%,34%,9%,32%[activator],?,i
O=C(c1ccccc1)N1CCN2C(=O)c3ccccc3C12c1ccc(Cl)cc1 (stereo unspecified),-2%,0%,-14%,-32%,30%,15%[57.1 µM],14%,0%,12%
COc1ccc(C(=O)N2CCC2)cc1S(=O)(=O)NCc1ccc(Cl)cc1,3%,0%,-14%,-18%,17%,9%,-8%,6%,-6%
COc1cc(Cl)c(C)cc1NC(=O)Cn1ncc2c([nH]c3ccccc32)c1=O,-3%,2%,-17%,-21%,17%,16%,7%,-24%,2%
O=C(COc1coc(CN2CCc3ccccc3C2)cc1=O)Nc1ccc([N+](=O)[O-])cc1,-11%,8%,-20%,-3%,10%,14%,-1%,-25%,1%
O=C(N/N=C/c1c(O)ccc2ccccc12)c1cccc(C(F)(F)F)c1,2%,8%,-24%,-32%,26%,2%[57.1 µM],?,?,1%
Cc1oc2cc3oc(=O)cc(C)c3cc2c1C,-2%,0%,6%,12%,32%,13%,-2%,-1%,-6%
COc1ccc(NC(=O)C2CCCN(S(=O)(=O)c3c(C)[nH]c(=O)[nH]c3=O)C2)cc1 (stereo unspecified),2%,-3%&-1%,5%&-6%,-21%&-3%,25%&27%,-17%&5%,7%&1%,-4%&21%,-2%&-6%
N#CC1=C(N)C(C#N)(C#N)C(c2cccnc2)C2CN(C(=O)OCc3ccccc3)CC=C12 (stereo unspecified),7%,-7%,-9%,?,33%,?,?,7%,15%
Cc1c(NC(=O)C(C)OC(=O)CC2CC3CCC2C3)c(=O)n(-c2ccccc2)n1C (stereo unspecified),11%,-1%,-21%,0%,24%,-6%,-4%,-8%,i
CCCCN(C)C(=O)C1CCN(CCCc2ccccc2)CC1,3%,1%,8.9µM*,0%,?,14%[57.1 µM],0%,?,-8%
Cc1nn(C(C)C(=O)NCCN2CCCC2)c(=O)c2c1sc1ccccc12 (stereo unspecified),-1%,2%,-27%,7%[11.4 µM],5%,7%,8%,60%[activator],-3%
CCNC(=O)NC(=O)C(C)OC(=O)C1CCN(S(=O)(=O)c2ccc(C)c(C)c2)CC1 (stereo unspecified),-7%,-13%,-3%,8%,32%,1%,-5%,2%,i
Cc1ccc(NC(=O)CSc2ccc(-c3sc(-c4ccccc4)nc3C)nn2)cc1F,-2%,1%,12%,-8%,60%[activator],-8%,1%,-14%,-1%
COc1ccc(C(=O)NC(C)C2CC3CCC2C3)c(OC)c1 (stereo unspecified),-12%,3%,0%,-1%,35%,22%,-9%,15%,-5%
CN(CC(=O)Nc1ccc(Cl)c(C(F)(F)F)c1)C(=O)COC(=O)C1CC2CCCC(C1)C2=O (stereo unspecified),-6%,0%,-9%,1%,6%,3%,-4%,-1%,7%
CC1=Nc2cc(C(=O)NCCc3ccc(Cl)cc3)ccc2Sc2ccc(C)cc21,4%,5%,-21%,10%,8%,14%,31%[activator],-17%,2%
CC(C)CCNC(=S)Nc1ccc(Br)cc1,/,7%,2%,-21%,23%,-11%,1%,?,i
O=C(NCCCCNC(=O)c1cccnc1)c1cccnc1,-8%,0%,-12%,-16%,24%,2%,-7%,1%,-1%
Cc1cccc(NC(=O)CSc2nc(=O)n(Cc3ccccn3)c3c2CCC3)c1C,0%,6%,-3%,-4%,9%,-10%[57.1 µM],0%,-10%,i
Cc1ccc(C(=O)NC2CC(C)(C)NC(C)(C)C2)cc1C,6%,6%,-14%,-15%,24%,11%,1%,-55%&-14%,i
C=CC[C@H](CC(=O)NCCO)C(=O)N[C@H](COC(=O)[C@H](CC=C)CC(=O)OC(C)(C)C)c1ccccc1,14%,5%,-11%,-10%,54%[activator],21%,-1%,0%,-3%
Nc1c(C(=O)CSc2nccn2-c2ccc(Cl)cc2)c(=O)[nH]c(=O)n1C1CC1,7%,0%,-20%,19%,21%,5%,6%,24%,-8%
COc1ccc(C(=O)Cn2c(=O)n3nc(CCn4nc(C)cc4C)nc3c3cc(OC)c(OC)cc32)cc1,-4%,-3%,-9%,-23%,6%,8%[57.1 µM],1%,-13%,-15%
COc1ccc(S(=O)(=O)N2CCSC2c2ccccc2)cc1 (stereo unspecified),-1%,0%,29%,-8%,86%,18%,1%,0%,14%
O=C(c1ccc(OC2CCN(Cc3ccccc3OC(F)F)CC2)cc1)N1CCCC1,0%,-2%,-26%,-31%[56.9 µM],-5%,16%[57.1 µM],-5%,0%,i
Cc1ccc(-c2noc(-c3nnn(-c4cccc(C(F)(F)F)c4)c3N)n2)cc1,0%,-1%,-19%,23%,5%,47%[activator],1%,-3%,-5%
CN(Cc1ccccc1)S(=O)(=O)c1ccc(N2CCCC2=O)cc1,1%,1%,-5%,32%,47%[activator],10%,-13%,12%,-6%
Cc1c(C(=O)OCC(=O)N(C)c2ccccc2)oc2ccccc12,-7%,1%,3%,-37%,51%[activator],-12%,-10%,39%[activator],i
CCCCn1c(=O)[nH]c(=O)c2c1nc(-c1ccc(OCC)cc1)n2CC,-5%,6%,-17%,17%,-4%,17%,45%[activator],-11%,11%
COc1cccc(CNC(=O)CN2C(=O)NC(c3ccccc3)(c3ccccc3)C2=O)c1,0%,-3%,0%,-7%,17%,12%,0%,-9%,6%
Cc1cccc2[nH]c3c(=O)n(CCN4CCNCC4)cnc3c12,-12%,-1%,-1%,-9%,11%,-4%[57.1 µM],3%,0%,-8%
CCC1CCC2(CC1)NC(=O)N(CC(=O)Nc1ccc(OC)cc1)C2=O (stereo unspecified),1%,0%,-23%,9%,52%[activator],7%,-6%,19%,8%
Cc1cccc2cc(CN(CC3CCCO3)C(=O)c3cccnc3)c3nnnn3c12 (stereo unspecified),10%,22%,-29%,-20%,17%,47%[activator][57.1 µM],-9%,2%,-3%
COc1ccc(NC(=O)c2c(-c3ccccc3Cl)noc2C)c(OC)c1,-4%,3%,-12%,-16%,31%,28%[57.1 µM],-4%,23%,-2%

# Four entries picked at random from the list so far, as already listed:
SMILES,ERG-DNA inh,GLS inh,JMJD2A Tudor,RGS4 inhibitor,HP1b binding inh,TrxR1 inh,Pin1 inh,ALOX12 inh,Tb PGK inh
Cc1c(C(=O)OCC(=O)N(C)c2ccccc2)oc2ccccc12,-7%,1%,3%,-37%,51%[activator],-12%,-10%,39%[activator],i
Cc1ccc(-c2noc(-c3nnn(-c4cccc(C(F)(F)F)c4)c3N)n2)cc1,0%,-1%,-19%,23%,5%,47%[activator],1%,-3%,-5%
CCC1CCC2(CC1)NC(=O)N(CC(=O)Nc1ccc(OC)cc1)C2=O (stereo unspecified),1%,0%,-23%,9%,52%[activator],7%,-6%,19%,8%
COc1ccc(S(=O)(=O)N2CCSC2c2ccccc2)cc1 (stereo unspecified),-1%,0%,29%,-8%,86%,18%,1%,0%,14%
